NPC1 prom act – qHTS Assay for NPC1 Promoter Activators; Huh7 NPC1 promoter luciferase reporter, 24 h; Potency, µM (doses to about 9.22 µM), for inactives: at the highest dose activation, hits mostly activators; 320,000 compounds, 2.4% hits;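 also: potency is read from the fitted curve at half-maximal effect; % of control where 0% means no effect; nearly all actives have a fitted effect of over 60% in size; reporter is driven by a mutant NPC1 promoter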
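Compounds in DMSO were transferred onto Huh7 NPC1-luciferase reporter cells pre-incubated 2 h; after 24 h at 37 °C, Amplite reagent was dispensed and luminescence recorded 10 min later.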
KCNH2 3.1 inh – qHTS for Inhibitors of KCHN2 3.1: Mutant qHTS | Potassium voltage-gated channel subfamily H member 2, brain isoform KCNH2 3.1 (human) | U2OS KCNH2 3.1, thallium flux FluxOr; hits give low values | activity change, % (tested at about 1.8 µM) | 340,000 compounds, 0.95% hits | AID 720553, 2013;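 active = maximum activity change below -70%; inconclusive = maximum activity change from -70% to -50%; inactive = maximum activity change above -50%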;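 also: thallium influx rate constant from kinetic fluorescence after stimulation buffer; % is scaled to controls: 0 for no effect and ±100 for the full control effect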
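Measured as rate of thallium-driven FluxOr signal in transduced U2OS cells carrying the 3.1 channel, read kinetically for 2 min upon stimulation; values are rate constants scaled to DMSO control wells.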
Mito fusion yeast – qHTS Assay for Small Molecule Inhibitors of Mitochondrial Division or Activators of Mitochondrial Fusion; S. cerevisiae fusion-defective mutant growth rescue, CellTiterGlo 48 h; Potency, µM (series often up to 46.1 µM), for inactives: at the highest dose growth rescue (activation), usual class: activators; 320,000 compounds, 0.23% hits;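 also: potency is read from the fitted curve at half-maximal effect; % of control where 0% means no effect; nearly all actives have a fitted effect of over 45% in size; temperature-sensitive fusion mutants such as fzo1-1 at 37 °C on non-fermentable ethanol glycerol medium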
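Temperature-sensitive fusion-defective S. cerevisiae (e.g. fzo1-1, mgm1-5) were grown with compound in YPEG medium (3% ethanol, 3% glycerol) for 48 hours at 37C. Growth rescue was measured as viability by CellTiterGlo luminescence after 10 minutes at ambient.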
RORgamma inh – qHTS for inhibitors of ROR gamma transcriptional activity; Drosophila S2 Gal4-RORgamma UAS-luciferase reporter, 20 h; Potency, µM (series often up to 53.6 µM), for inactives: at the highest dose activity change, negative = inhibition, hits mostly inhibitors; AID 2551, 2010; 310,000 compounds, 5.4% hits; Nuclear receptor ROR-gamma (Mus musculus), P51450; also: potency is read from the fitted curve at half-maximal effect; % is scaled to controls: 0 for no effect and ±100 for the full control effect; nearly all actives have a fitted effect of over 60% in size
Target sequence (P51450 whole entry, looked up, the tested form may be a part): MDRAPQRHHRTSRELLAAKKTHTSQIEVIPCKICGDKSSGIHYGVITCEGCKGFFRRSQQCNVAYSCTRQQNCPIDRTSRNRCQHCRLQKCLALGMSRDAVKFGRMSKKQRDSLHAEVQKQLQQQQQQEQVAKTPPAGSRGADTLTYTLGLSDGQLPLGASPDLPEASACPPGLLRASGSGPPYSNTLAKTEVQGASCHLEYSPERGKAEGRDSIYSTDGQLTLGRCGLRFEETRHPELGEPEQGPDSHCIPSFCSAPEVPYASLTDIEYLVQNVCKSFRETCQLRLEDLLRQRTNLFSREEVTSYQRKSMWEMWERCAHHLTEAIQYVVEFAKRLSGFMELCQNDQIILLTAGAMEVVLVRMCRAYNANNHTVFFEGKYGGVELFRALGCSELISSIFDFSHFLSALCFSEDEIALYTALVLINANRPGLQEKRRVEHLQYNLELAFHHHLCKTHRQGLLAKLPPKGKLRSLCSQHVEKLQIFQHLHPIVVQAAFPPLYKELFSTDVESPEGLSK
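Stable Schneider cell line, Gal4 DNA-binding domain fused to ROR gamma, UAS-luciferase. Cmpd 1 hr RT → CuSO4 700 uM final → 20 hr RT → luciferase reagent 10 min → luminescence.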
MBNL1 CUG block – qHTS Assay for Inhibitors of MBNL1-poly(CUG) RNA binding; Muscleblind-like protein 1 (Homo sapiens), Q9NR56; TR-FRET MBNL1-His/biotin-(CUG)12 binding, 665/545 ratio; Potency, µM (doses to about 57.5 µM), for the others: at the top dose activity change, negative = inhibition, actives largely listed as inhibitors; 280,000 compounds, 0.036% hits; AID 2675, 2010; active = well fitted inhibition curve with a large enough effect in the signal ratio, with a control signal flat, not every such curve was filed as active; inconclusive = small, poorly fitted or top-dose-only effect, or effect the other way, or a change in a side signal; inactive = no such curve, though single readings can be large or run the other way; the % refers to the signal ratio; also: potency is read from the fitted curve at half-maximal effect; % is scaled to controls: 0 for no effect and ±100 for the full control effect
Target sequence (Q9NR56 whole entry, looked up): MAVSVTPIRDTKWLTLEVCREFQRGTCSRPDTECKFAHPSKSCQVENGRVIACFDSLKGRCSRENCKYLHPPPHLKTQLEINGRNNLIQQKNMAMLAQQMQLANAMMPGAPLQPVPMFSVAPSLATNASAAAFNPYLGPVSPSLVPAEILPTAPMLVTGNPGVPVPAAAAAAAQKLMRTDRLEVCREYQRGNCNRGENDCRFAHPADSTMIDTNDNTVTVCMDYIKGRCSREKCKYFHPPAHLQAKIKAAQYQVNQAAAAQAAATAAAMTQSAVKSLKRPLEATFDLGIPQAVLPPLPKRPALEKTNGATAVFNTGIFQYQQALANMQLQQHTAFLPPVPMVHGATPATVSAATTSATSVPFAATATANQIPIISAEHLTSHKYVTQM
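MBNL1-His + Biotin-(CUG)12, cpd titration 92 nM–58 uM; Tb anti-His Ab 0.055 ng/ul, SA-XL665 5 nM (final); 60 min RT; ratiometric 665/545 nm, Ex 340 nm; normalized to buffer and full-complex controls.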
Rab9 promoter act – qHTS Assay for Rab9 Promoter Activators; Huh7 Rab9 promoter-luciferase reporter, luminescence, 24 h; Potency, µM (doses to about 9.22 µM), for the others: at the highest dose activation, negative = inhibition, hits mostly activators; 320,000 compounds, 2.8% hits; AID 485297, 2010; also: potency is read from the fitted curve at half-maximal effect; % of control where 0% means no effect; nearly all actives have a fitted effect of over 60% in size
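Huh7 cells stably carrying Rab9 promoter–luciferase reporter, plated 1500 cells/well, compound added after 2 h and incubated 24 h at 37 °C; luciferase luminescence then read after 10 min with detection reagent.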
PKM2 act – qHTS Assay for Activators of Human Muscle isoform 2 Pyruvate Kinase | Potency, µM (titrated, usually from 57.5 µM), inactives show at the top dose activation, actives largely listed as activators | Pyruvate kinase PKM (Homo sapiens), P14618 | purified PKM2, Kinase-Glo ATP luminescence, activation; response scale: 0% is enzyme alone, no compound | 260,000 compounds, 0.34% hits; also: potency is read from the fitted curve at half-maximal effect; % is scaled to controls: 0 for no effect and ±100 for the full control effect; nearly all actives have a fitted effect of over 55% in size
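Kinase-Glo luminescence reports ATP generated from ADP (0.1 mM) and PEP (0.5 mM) by purified hPK-M2 after 1 h at room temperature, pH 7.2 imidazole buffer; intermediate enzyme activity allows detecting inhibitors and activators.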
Menin MLL FP TR – qHTS Assay for Inhibitors Targeting the Menin-MLL Interaction in MLL Related Leukemias: Competition With Texas Red Labeled MLL-derived Mutant Peptide; Potency, µM (series often up to 61.6 µM), for the others: at the highest dose FP activity change, negative = inhibition, actives largely listed as inhibitors; 270,000 compounds, 0.23% hits; O00255; Menin + Texas Red MLL mutant peptide, fluorescence polarization; active = well fitted inhibition curve with a large enough effect in the polarisation, with a control signal flat, not every such curve was filed as active; inconclusive = small, poorly fitted or top-dose-only effect, or effect the other way, or a change in a side signal; inactive = no such curve, though single readings can be large or run the other way; the % refers to the polarisation; also: potency is read from the fitted curve at half-maximal effect; % of control where 0% means no effect; many of its hits are not listed in these tables
FLuc counter – qHTS profiling assay for firefly luciferase inhibitor/activator using purifed enzyme and Km concentrations of substrates (counterscreen for miR-21 project); Luciferin 4-monooxygenase (Photinus pyralis), P08659; 360,000 compounds, 6.9% hits; Potency, µM (titrated, usually from 57.5 µM), inactives show at the top dose activity change, negative = inhibition, usual class: inhibitors; purified FLuc, Km substrates, luminescence inhibition;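 also: potency is read from the fitted curve at half-maximal effect; plate controls were vehicle for no effect and reference inhibitor for full effect; nearly all actives have a fitted effect of over 55% in size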
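Purified P. pyralis luciferase, 10 nM final, with Km-level 10 uM D-luciferin and 10 uM ATP in 50 mM Tris acetate pH 7.5, 10 mM Mg acetate, 0.01% Tween-20, 0.05% BSA; 6-point qHTS titration about 60 µM downward; luminescence read.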
ELG1 repair inh – qHTS screen for small molecules that inhibit ELG1-dependent DNA repair in human embryonic kidney (HEK293T) cells expressing luciferase-tagged ELG1. HEK293T ELG1-luciferase reporter, luminescence, 16 h; DNA damage induced by 5-fluorouridine. Potency, µM (top dose mostly 46.1 µM), for the others: top-dose activity change, negative = inhibition, usual class: inhibitors. 330,000 compounds, 2.3% hits; also: potency is read from the fitted curve at half-maximal effect; % is scaled to controls: 0 for no effect and ±100 for the full control effect; nearly all actives have a fitted effect of over 55% in size
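HEK293T cells expressing luciferase-tagged ELG1 (2,000/well) received 5-Fluorouridine plus compound or DMSO for 16 hr at 37 °C. Luciferase was read by ONE-Glo luminescence after 30 min at room temperature.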
VP16 counter – VP16 counterscreen qHTS for inhibitors of ROR gamma transcriptional activity. AID 2546, 2010. Potency, µM (highest dose often 53.6 µM), without a hit: at the highest dose activity, negative = inhibition, usual class: inhibitors. Drosophila S2 Gal4-VP16 UAS-luciferase, luminescence, 20 h. 310,000 compounds, 3.5% hits;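 also: Gal4-VP16 expression switched on by copper sulfate through the metallothionein promoter; potency is read from the fitted curve at half-maximal effect; % is scaled to controls: 0 for no effect and ±100 for the full control effect; nearly all actives have a fitted effect of over 50% in size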
* = called active by the depositor; ? = inconclusive; nt = not tested or not shown; [ ] = another dose, or the depositor's remark. Unless noted, calls follow the shape of the dose curve; as a rule, active = well fitted curve in the direction sought with a large enough effect; inconclusive = small, poorly fitted or top-dose-only effect, or another doubt; inactive = no such curve, though single readings can be large; an effect the other way counts as inactive or inconclusive. These rows are one share of the data; rates above refer to the full screens.

SMILES | NPC1 prom act | KCNH2 3.1 inh | Mito fusion yeast | RORgamma inh | MBNL1 CUG block | Rab9 promoter act | PKM2 act | Menin MLL FP TR | FLuc counter | ELG1 repair inh | VP16 counter
Cc1ccc(-c2nc3ncccc3o2)cc1NC(=O)c1ccccc1 | -5.9% | -15.8 | -9.8% | -19.1% | 22.5% | -1.3% | 1.4% | nt | 3.3% | 0.0% | -7.4%
CC(=O)Oc1ccccc1/C=C1\CCOC1=O | -0.1% | -10.2 | -2.9% | -9.3% | 31.8%[activator] | -1.3% | 4.9% | 1.9% | -16.0% | -4.8% | 4.0%
Cc1c(C(=O)Nc2cccnc2Cl)oc2ccccc12 | 2.51µM* | -4.8 | 4.0% | ? | 5.4% | 3.16µM* | -1.3% | 17.7% | ? | ? | 11.7%
Cn1c(Oc2ccc(Cl)cc2)c(C=O)c2ccccc21 | 10.3% | -3.7 | 2.7% | 17.3% | -0.5% | -1.7% | 27.6% | 8.8% | -1.3% | 11.6µM* | -2.5%
O=C(N/N=C/c1cc2c(cc1Cl)OCO2)c1cc(-c2ccccc2)n[nH]1 | 1.4% | -10.0 | -0.7% | -1.5% | 2.2% | -0.5% | 9.0% | nt | -2.8% | -10.8% | -19.2%
COc1ccc(C(C)=O)cc1COC(=O)CNC(=O)c1cc(C)cc(C)c1 | 0.0% | -16.6 | 6.8% | 25.7% | -21.2% | 1.2% | -16.1% | -1.4% | 1.2% | 2.8% | -2.5%
O=C(CC1C(=O)NCCN1C(=S)Nc1ccccc1)Nc1ccc2c(c1)OCCO2 (centres undefined) | 1.2% | 21.7 | -2.4% | 10.2% | 1.4% | -0.1% | -1.7% | 6.7% | -1.2% | -8.0% | 4.8%
O=C(Cn1c(=O)oc2cc(S(=O)(=O)NCc3ccccc3)ccc21)NCc1ccco1 | -3.9% | 14.3 | 0.0% | 0.3% | -10.2% | -8.1% | 8.2% | -25.1% | 0.4% | -18.7% | 1.0%
O=C(NCc1ccco1)/C(=C/c1cccnc1)NC(=O)c1ccco1 | 2.7% | -16.1 | -0.6% | 16.0% | -2.7% | -2.9% | -7.1% | nt | -0.4% | 13.5% | -4.1%
O=C(NCC1CCCO1)C1CCN(C2CCN(C(=O)Cc3ccsc3)CC2)CC1 (centres undefined) | -0.8% | -0.8 | -0.5% | -3.2% | -3.2% | 12.3% | 0.1% | 11.8% | -0.4% | 19.9% | -6.4%
CCOc1ccc(/C=N/N2C(=O)C(CC(=O)Nc3ccc(F)cc3F)SC2=NC)cc1OC (centres undefined) | 0.0% | 10.8 | 1.0% | -67.7% | 6.2% | -1.3% | -6.1% | 17.5% | -0.8% | -10.6% | -12.3%
Cc1ccc(C)c(-c2nnc(NC(=O)CS(=O)(=O)c3ccccc3)o2)c1 | -4.1% | 3.2 | 0.3% | nt | nt | 9.0% | nt | nt | 2.4% | -2.9% | nt
COc1ccc(CCNC(=O)CCNC(=O)c2ccco2)cc1OC | 4.0% | -9.4 | 0.9% | -2.2% | -13.2% | -2.5% | 0.5% | nt | -4.6% | 2.4% | 3.1%
Cc1nc(N2CCOCC2)nc(OCCN(C)C)c1[N+](=O)[O-] | -0.2% | 7.5 | -5.4% | -9.6% | nt | -2.8% | -0.7% | -1.3% | -1.2% | 14.7% | 2.4%
CN(C)S(=O)(=O)N(CC(=O)N1CCN(c2ccccc2F)CC1)c1ccccc1 | -1.1% | -3.3 | 2.3% | 11.5% | 3.0% | -0.8% | -15.4% | -16.0% | -2.8% | -3.2% | 3.7%
COc1ccc(-c2csc(NC(=O)C3CC(=O)N(c4ccc5c(c4)OCCO5)C3)n2)cc1 (centres undefined) | -4.2% | 11.3 | 2.7% | ? | -7.1% | -2.5% | -6.4% | ? | -14.4% | 23.1µM* | -14.4%
O=C(CCN1C(=O)c2cccc3cccc(c23)C1=O)Nc1ccccc1 | -1.5% | -11.6 | -13.6% | 25.0% | -16.9% | 1.6% | 2.6% | ? | 2.0% | -15.6% | -8.2%[10 µM]

4 entries from above, field by field.
CCOc1ccc(/C=N/N2C(=O)C(CC(=O)Nc3ccc(F)cc3F)SC2=NC)cc1OC (centres undefined)
- NPC1 prom act = 0.0%
- KCNH2 3.1 inh = 10.8
- Mito fusion yeast = 1.0%
- RORgamma inh = -67.7%
- MBNL1 CUG block = 6.2%
- Rab9 promoter act = -1.3%
- PKM2 act = -6.1%
- Menin MLL FP TR = 17.5%
- FLuc counter = -0.8%
- ELG1 repair inh = -10.6%
- VP16 counter = -12.3%

Cc1ccc(C)c(-c2nnc(NC(=O)CS(=O)(=O)c3ccccc3)o2)c1
- NPC1 prom act = -4.1%
- KCNH2 3.1 inh = 3.2
- Mito fusion yeast = 0.3%
- RORgamma inh = nt
- MBNL1 CUG block = nt
- Rab9 promoter act = 9.0%
- PKM2 act = nt
- Menin MLL FP TR = nt
- FLuc counter = 2.4%
- ELG1 repair inh = -2.9%
- VP16 counter = nt

COc1ccc(CCNC(=O)CCNC(=O)c2ccco2)cc1OC
- NPC1 prom act = 4.0%
- KCNH2 3.1 inh = -9.4
- Mito fusion yeast = 0.9%
- RORgamma inh = -2.2%
- MBNL1 CUG block = -13.2%
- Rab9 promoter act = -2.5%
- PKM2 act = 0.5%
- Menin MLL FP TR = nt
- FLuc counter = -4.6%
- ELG1 repair inh = 2.4%
- VP16 counter = 3.1%

Cc1nc(N2CCOCC2)nc(OCCN(C)C)c1[N+](=O)[O-]
- NPC1 prom act = -0.2%
- KCNH2 3.1 inh = 7.5
- Mito fusion yeast = -5.4%
- RORgamma inh = -9.6%
- MBNL1 CUG block = nt
- Rab9 promoter act = -2.8%
- PKM2 act = -0.7%
- Menin MLL FP TR = -1.3%
- FLuc counter = -1.2%
- ELG1 repair inh = 14.7%
- VP16 counter = 2.4%

Screening data from PubChem.
